FXIIa mix inh – blocks human factor XIIa in pooled compound mixtures. P00748. purified FXIIa, fluorogenic substrate. inhibition, % at 5 µM. 0.2% of 62,000 active. AID 684; in the data active = inhibition above about 20%, passing the limit was not always enough;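 also: 0% = enzyme without compound and 100% = no enzyme blank; some results filed as inactive read as strong as hits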
SF-1 act – SF-1 (human) activation | Q13285 | CHO-K1 Gal4-SF-1 LBD luciferase reporter; % increase over DMSO SF-1-specific signal | activation, % at 10 µM | 1.9% of 65,000 active | AID 522;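 active = activation above the mean activation of all tested compounds plus 3 SD, cut at about 50% in these data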
Target sequence (Q13285 whole entry, looked up, the tested form may be a part): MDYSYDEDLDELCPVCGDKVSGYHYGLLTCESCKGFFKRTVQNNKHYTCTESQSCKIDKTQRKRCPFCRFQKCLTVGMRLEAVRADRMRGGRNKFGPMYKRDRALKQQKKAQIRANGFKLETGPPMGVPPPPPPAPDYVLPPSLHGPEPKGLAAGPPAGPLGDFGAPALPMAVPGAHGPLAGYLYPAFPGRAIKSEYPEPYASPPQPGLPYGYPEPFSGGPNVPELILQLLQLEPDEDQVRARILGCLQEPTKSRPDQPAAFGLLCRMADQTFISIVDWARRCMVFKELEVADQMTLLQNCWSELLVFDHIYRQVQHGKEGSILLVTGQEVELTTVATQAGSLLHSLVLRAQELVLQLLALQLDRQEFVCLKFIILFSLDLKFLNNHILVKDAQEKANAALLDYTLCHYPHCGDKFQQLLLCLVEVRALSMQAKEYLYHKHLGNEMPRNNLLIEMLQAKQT
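Assay system: CHO-K1 cells co-transfected with Gal4 DBD–human SF-1 LBD, 5xGal4 luciferase reporter; doses: 10 µM only; incubation: 20 h compound exposure at 37 °C after 1 h cell settling; signal: luciferase light emission; evaluation: percent activation versus DMSO; repeats: one test per compound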
MKP-1 inh – human dual specificity phosphatase 1 inhibition; 0.15% of 65,000 active; AID 374; P28562; inhibition, %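 (compounds tested at a single concentration somewhere between 10 and 100 µM)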; recombinant MKP-1, OMFP hydrolysis fluorescence;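 active = inhibition above about 50%, limit read from the data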;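 also: 0% = DMSO max control wells and 100% = wells with enzyme stopped by NaOH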
Her2 expr inh – Her2 kinase expression inhibition. P04626. SKBR-3 HER2 protein level, AlphaScreen, 18-24 h; stronger effect = lower value. HER2 level % of control, % at 10 µM. 0.69% of 65,000 active. AID 645;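 active = HER2 level under 5% of the carrier-only control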;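 also: 100% = DMSO carrier and 0% = 500 nM PU-H71 HSP90 inhibitor; lower value means stronger loss of Her2 protein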
Hsp90 block – displaces geldanamycin probe from tumor Hsp90; inhibition, % at 30 µM; 0.35% of 64,000 active; NCI-N417 lysate Hsp90, Cy3B-geldanamycin FP displacement; P07900;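 active = inhibition above 50%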;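 also: 0% = tracer plus lysate wells and 100% = tracer alone without lysate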
D1 allo mod – allosteric modulators of human D1 dopamine receptor; P21728; HEK293 D1, CRE-luciferase, dopamine EC30 potentiation; actives deviate in either direction; B-score at 10 µM; 5.9% of 58,000 active; AID 641;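 active = luminescence count or its row- and column-corrected plate score outside the 99.7% band of the plate's sample wells, on either side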
Target sequence (P21728 whole entry, looked up): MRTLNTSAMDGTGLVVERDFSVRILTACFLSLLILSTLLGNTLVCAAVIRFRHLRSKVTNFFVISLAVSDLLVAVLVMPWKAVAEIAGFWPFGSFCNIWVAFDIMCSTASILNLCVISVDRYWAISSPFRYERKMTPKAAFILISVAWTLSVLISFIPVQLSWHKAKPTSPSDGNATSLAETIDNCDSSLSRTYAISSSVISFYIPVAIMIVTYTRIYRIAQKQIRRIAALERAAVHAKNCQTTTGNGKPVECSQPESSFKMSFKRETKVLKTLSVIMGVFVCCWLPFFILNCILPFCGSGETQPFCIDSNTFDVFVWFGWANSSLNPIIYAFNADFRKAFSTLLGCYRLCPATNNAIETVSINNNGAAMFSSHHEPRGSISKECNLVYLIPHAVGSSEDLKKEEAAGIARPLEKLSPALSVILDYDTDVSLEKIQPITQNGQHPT
Cdc25B block – inhibitors of human Cdc25B phosphatase | recombinant Cdc25B, OMFP fluorescence Ex485/Em525 | P30305 | inhibition, %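 (compounds tested at 10 µM final in the well)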 | 0.1% of 65,000 active; in the data active = inhibition above about 50%
TNAP act mid DEA – activates human TNAP at intermediate phosphate acceptor concentration; P05186; purified TNAP, CDP-star luminescence, 100 mM DEA, 30 min; stronger effect = higher value; scale: 0 levamisole-inhibited, 1 vehicle-only enzyme; activation factor at 20 µM; 64,000 tested, under 10 active; AID 813;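 active = activation factor of at least 2 at 20 µM, relative to controls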
RORa activator – activates the human nuclear receptor RORA. CHO-K1 Gal4-RORA LBD luciferase reporter, luminescence; percent increase over mock-subtracted basal signal. 1.5% of 65,000 active. activation, % at 10 µM. P35398. AID 560;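 active = activation above the mean of all tested compounds plus 3 SD, cut at about 49% in these data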;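 also: 0% = DMSO-treated RORA cells and 100% = added signal equal to DMSO minus mock-transfected cells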
The depositor's hits bear a star; nt = not tested or not shown.

Sample of the layout:
Every second line gives: D1 allo mod, SF-1 act, FXIIa mix inh, Cdc25B block, Her2 expr inh, TNAP act mid DEA, MKP-1 inh, Hsp90 block, RORa activator
> Cc1ccc(S(=O)(=O)N2CCC(C(=O)N3CCN(Cc4ccccc4)CC3)CC2)cc1
 : 0.154, -27.8, 9.0, -13.0, 104.0, 0.8, -8.7, -0.2, 20.4
> COC(=O)c1ccccc1S(=O)(=O)Nc1ccc(OC)nc1
 : -0.0625, -4.4, 1.0, -6.1, 102.8, 0.8, -11.0, 0.9, -4.3

All compounds of this part, from the start:
Every second line gives: D1 allo mod, SF-1 act, FXIIa mix inh, Cdc25B block, Her2 expr inh, TNAP act mid DEA, MKP-1 inh, Hsp90 block, RORa activator
> Cc1ccc(S(=O)(=O)N2CCC(C(=O)N3CCN(Cc4ccccc4)CC3)CC2)cc1
 : 0.154, -27.8, 9.0, -13.0, 104.0, 0.8, -8.7, -0.2, 20.4
> COC(=O)c1ccccc1S(=O)(=O)Nc1ccc(OC)nc1
 : -0.0625, -4.4, 1.0, -6.1, 102.8, 0.8, -11.0, 0.9, -4.3
> Cc1[nH]c2ccccc2c1C(=O)CN1CCSCC1
 : 0.365, -18.4, 2.1, -1.8, 94.1, 0.9, 19.5, 1.8, -6.2
> COCCNS(=O)(=O)c1cc(OC)c(Cl)cc1Cl
 : -0.519, -10.0, 6.4, 2.8, 84.3, 0.9, -0.6, -0.7, 3.5
> CCOC(=O)C1=C(C)NC(C)=C(C(=O)OCC)C1c1ccccn1
 : -0.891, -6.8, -0.1, 1.7, 101.9, 1, -17.7, -0.7, -10.5
> O=C(NC12CC3CC(CC(C3)C1)C2)c1ccc(S(=O)(=O)N2CCOCC2)cc1
 : 0.236, 2.1, -1.9, nt, 104.0, 0.9, nt, nt, -8.1
> CCOC(=O)COn1c(=O)c(=O)n(O)c2ccccc21
 : 0, 6.9, 10.8, -8.0, 61.4, 0.9, 10.7, 24.1, 8.5
> CC#CCCCC(=O)Nc1cc(OC)nc(OC)n1
 : -0.067, 3.2, 8.3, 6.8, -24.5*, 1, -2.0, -1.9, 1.2
> O=C1SC(c2ccccc2)=N/C1=C/c1ccco1
 : -0.689, 16.2, 16.1, -11.5, 59.2, 0.9, 21.6, 0.6, -14.9
> O=C(c1ccc(F)cc1F)N(Cc1ccccn1)Cc1ccco1
 : 0.00337, 0.7, -18.3, 0.1, 93.2, 1, -5.3, -6.3, -10.0
> CCOc1cc(-c2c(C)c(C)nc(N)c2C#N)ccc1O
 : 1.88, 12.3, 2.5, 2.2, 85.0, 1, -11.7, -0.7, 0.3
> O=C(CN(C1CCCCC1)S(=O)(=O)c1ccc(Cl)cc1)NCc1cccnc1
 : -0.423, -4.3, -0.8, -11.3, 117.0, 0.9, -6.5, 0.6, 5.0
> CCOc1ccc2[nH]cc(C(=O)O)c(=O)c2c1
 : -0.0314, 6.2, 7.1, -4.7, 89.8, 0.9, -0.9, -1.3, -10.4
> COc1ccc(N2CCN(C(=O)c3ccc(C)cc3Cl)CC2)cc1
 : 0.237, 7.0, 6.2, -12.9, 88.9, 0.9, -3.5, 1.7, 17.1
> Cc1ccc(C)c(N2CCN(C(=O)C3CCN(c4nnc(N5CCCC5=O)s4)CC3)CC2)c1
 : -1.67, -1.0, 1.0, -0.4, 64.1, 0.9, 38.6, -1.1, -19.7
> CCCc1cc(C(=O)NCCc2ccccc2)no1
 : -0.947, 36.2, 2.7, -7.6, 119.2, 0.9, -4.7, -1.6, 18.1
> COc1ccc(NC(=O)Cn2cccc2)cc1Cl
 : 0.532, 1.9, 7.0, -9.4, 92.5, 0.9, 11.4, -3.7, -5.0
> COC(=O)C(C(=O)N1CCN(C)CC1)C1CCCCCC1 (configuration not stated)
 : 0.656, -5.1, -0.2, 2.8, 88.5, 1, -6.8, 4.3, -9.0
> O=C(CN1C(=O)CSC1=O)Nc1ccc(N2CCOCC2)cc1
 : 0.045, 5.4, 9.8, 3.7, 92.6, 1, -11.5, -1.4, -21.7
> CCOC(=O)c1c(N)sn(-c2ccccc2C)c1=S
 : 3.5, 0.3, 6.5, 2.9, 89.1, 0.9, -3.0, 0.5, 1.4
> O=S(=O)(c1cccs1)N1CCN(c2ccccn2)CC1
 : 10.7*, -7.6, -1.5, -1.5, 85.3, 1.1, -7.8, -5.9, 11.7
> Cc1cc(NC(=O)Cc2ccccc2)no1
 : nt, -5.0, -12.8, 1.5, 94.0, 0.9, 15.1, -0.8, -6.7
> Cc1cc(N2CCOCC2)nc2ccc(NC(=O)CCC(=O)N3CCC(C)CC3)cc12
 : -0.43, 0.6, 3.3, -10.4, 94.8, 0.9, 24.3, 2.3, 17.1
> Cc1ccc(S(=O)(=O)NC(C)(C)CSc2nnc(N)s2)cc1
 : -0.409, -10.5, 1.6, 0.6, 101.2, 0.9, -2.1, -3.1, -16.3
> O=C(Nc1cccc(F)c1)c1ccc(S(=O)(=O)N2CCCC2)cc1
 : -0.728, -3.5, -17.8, -12.9, 82.7, 0.9, 0.1, -2.8, -1.0
> Cn1c(-c2cccc(Br)c2)cnc1NCc1cccnc1
 : -1.3, -27.9, 6.1, -6.5, 95.9, 0.9, -21.2, 2.1, -11.7
> CCOC(=O)CS(=O)(=O)c1nc(-c2ccc(F)cc2)cc(C(F)(F)F)n1
 : -0.108, -33.1, 5.5, -1.9, -17.6*, 0.9, 15.1, 3.0, -60.9
> CC1CCN(C(=O)CSc2nc3c(cnn3-c3ccccc3)c(=O)[nH]2)CC1
 : 1.97, -22.3, 15.7, -1.7, 98.3, 0.9, 0.9, -4.5, -4.5
> OCCc1ccc(-c2ccc(Cl)cc2)o1
 : 1.42, 25.6, 1.4, -4.3, 93.5, 1, 0.8, 0.2, -22.4
> COc1ccc(S(=O)(=O)Cc2ccc(C(=O)NCc3ccccn3)o2)cc1
 : 0.806, -0.5, -17.2, -17.5, 108.3, 1.1, 3.7, 1.1, 10.2
> COc1ccc(Cl)cc1C(=O)Nn1c(C)nc2ccccc2c1=O
 : -0.0811, 3.6, -17.0, -3.0, 88.4, 1, -8.3, -1.0, -23.1
> Cc1cc(C)c2nc(N3CCCN(C(=O)c4ccco4)CC3)c(C#N)cc2c1
 : 0.856, -20.6, 3.5, -2.5, 97.5, 1, 32.7, -6.8, 6.4
> Cc1onc(-c2ccccc2Cl)c1C(=O)NCCCN1CCOCC1
 : -0.00511, 14.4, -0.5, -13.0, 106.9, 0.9, -4.8, 2.1, -4.7
> Cc1ccc(S(=O)(=O)Nc2ccccc2F)cc1C(=O)NCCCN1CCCC1=O
 : -0.0861, -9.7, -3.6, 0.7, 93.9, 1, 21.8, 2.1, 7.7
> Cc1ccc(C2CC(=O)c3cnc(N4CC(C)CC(C)C4)nc3C2)cc1 (configuration not stated)
 : 2.4, 9.5, 5.3, 4.6, 127.4, 0.9, -6.1, -2.2, 11.2
> COc1cccc(C(C(=O)NC(C)(C)C)N(C(=O)CCC(=O)Nc2cc(C)on2)C(C)C)c1OC (configuration not stated)
 : -0.257, 0.2, -14.1, 2.1, 64.8, 1, 22.8, -0.7, 6.3
> O=C(O)CCCC(=O)NCCCc1ccccc1
 : 0.956, 5.5, 4.9, -13.3, 81.4, 1, 3.8, -3.1, 4.0
> COc1ccc(S(=O)(=O)Nc2ccccc2OC)cc1C
 : 0.438, 0.2, 4.1, -15.3, 104.8, 0.8, -7.7, 0.3, 3.7
> COc1cc(NS(=O)(=O)c2cc(C)ccc2OC)c(OC)cc1Cl
 : -0.306, 2.7, 3.5, 0.9, 71.2, 0.9, 0.6, 0.6, -6.5
> CC(=O)c1c(C)nn(C(C)CC(=O)O)c1C (configuration not stated)
 : -0.313, -11.0, -13.2, -10.0, 94.8, 0.8, -9.3, 2.2, -8.8

Pulled by structure from the list above, 3 records:
Every second line gives: D1 allo mod, SF-1 act, FXIIa mix inh, Cdc25B block, Her2 expr inh, TNAP act mid DEA, MKP-1 inh, Hsp90 block, RORa activator
> COc1cc(NS(=O)(=O)c2cc(C)ccc2OC)c(OC)cc1Cl
 : -0.306, 2.7, 3.5, 0.9, 71.2, 0.9, 0.6, 0.6, -6.5
> O=C(Nc1cccc(F)c1)c1ccc(S(=O)(=O)N2CCCC2)cc1
 : -0.728, -3.5, -17.8, -12.9, 82.7, 0.9, 0.1, -2.8, -1.0
> CC(=O)c1c(C)nn(C(C)CC(=O)O)c1C (configuration not stated)
 : -0.313, -11.0, -13.2, -10.0, 94.8, 0.8, -9.3, 2.2, -8.8

Other results:
Every second line gives: D1 allo mod, SF-1 act, FXIIa mix inh, Cdc25B block, Her2 expr inh, TNAP act mid DEA, MKP-1 inh, Hsp90 block, RORa activator
> Cc1cc(C)c(C#N)c(SCC(=O)c2cccs2)n1
 : 1.23, 41.0, 3.8, 6.8, 39.6, 0.8, 3.0, -4.0, 27.3
> Cc1cc2oc(C(=O)Nc3c(C)n(C)n(-c4ccccc4)c3=O)c(C)c2cc1C
 : -1.34, -11.2, nt, 1.6, 115.4, nt, 3.2, 0.9, -15.0
> COc1ccc(C2C(C(=O)N3CCN(c4ccc(OC)cc4)CC3)c3ccccc3C(=O)N2C)cc1 (configuration not stated)
 : -0.667, 6.9, 4.8, nt, 83.9, 0.9, nt, nt, -4.6
> CCOC(=O)c1cnn(-c2cc(C)nc3c(-c4ccccc4)cnn23)c1N
 : 0.83, -0.5, -3.6, 2.3, 70.5, 0.9, 12.1, -3.5, 14.2
> Cc1occc1C(=O)Nc1ccc(S(=O)(=O)N2CCN(C)CC2)cc1
 : nt, -5.9, 10.5, 5.1, 121.5, 0.9, 0.6, -7.6, -0.5
> CC(C)CC1(C)NC(=O)NC1=O (configuration not stated)
 : 2.99*, -19.5, 2.8, 2.3, 97.9, 1, -11.7, -2.7, -12.7
> O=C(Cn1nnc(-c2ccccc2)n1)Nc1ccccc1N1CCOCC1
 : 1.18, 8.0, 2.1, -32.1, 90.9, 0.8, -2.9, 0.9, -19.2
> CC(C)c1nc2ccccc2c2nnc(SCC(=O)NCc3ccco3)n12
 : 1.4, 8.5, 8.6, 22.8, 48.9, 0.9, -1.8, -0.1, 12.5
> Clc1ccc(Cn2ncc3c(N4CCCCC4)ncnc32)c(Cl)c1
 : -0.379, -7.8, 12.8, -1.3, 88.5, 0.9, -4.6, 1.2, -16.9
> CCOc1ccc(-c2nnc3sc(COc4ccc(C)cc4)nn23)cc1
 : -0.735, -4.6, 9.1, -3.0, 77.1, 0.9, -35.2, -2.5, -13.7
> CCCCn1nnnc1SCC(=O)Nc1ccc2c(c1)OCO2
 : -0.131, 10.9, 1.9, 5.6, 86.2, 0.9, -14.5, 15.6, -13.0
> COc1cccc(OC)c1C(=O)Nc1ccccc1C(=O)N1CCOCC1
 : -0.189, -2.6, 4.1, -9.0, 96.1, 0.9, -1.9, -0.6, -10.2
> Cc1cccc(N(C)C(=O)COc2cc(=O)n(C)c3ccccc23)c1
 : -0.6, 4.9, 11.1, -3.1, 118.2, 0.9, -3.5, -4.7, -7.8
> Nc1cc(C(=O)OCC(=O)NCC2CCCO2)ccc1Cl (configuration not stated)
 : 0.0242, 0.7, 2.0, 1.8, 93.8, 1, -16.8, -3.2, -13.6
